CSN deneddyl inh = CSN deneddylation inhibition; inhibition, % at 12.5 µM; AID 651999; Q92905; hit rate 0.38% among 360,000; Purified CSN, SCF-Nedd8-OG deneddylation, fluorescence polarization;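 active means pattern-corrected inhibition above about 35%, with an unprinted fluorescence ratio check between 0.5 and 1.5, limit read from the data, passing the limit was not always enough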;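 further: 0% = enzyme with substrate and 100% = substrate without enzyme; some results filed as inactive read as strong as hits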
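Assay system: HEK293T-derived human Csn5 enzyme; quantity: 0.24 nM enzyme; medium: Tris/NaCl/DTT buffer, pH 7.5; also added: substrate SCFSkp2-Nedd8OG, 10 nM; doses: 12.5 µM compound; schedule: 90 min reaction at room temperature; signal: FP; read-out: % inhibition of substrate cleavage by Csn5; benchmarks: substrate-only high control, full reaction low control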
Neddyl block = inhibitors of human cullin neddylation; hit rate 0.58% among 360,000; calls only at 25 µM; TR-FRET cullin neddylation, biochemical; AID 651699; P61081+Q13564; in the data active means inhibition above about 36%
Target sequence (P61081 whole entry, looked up): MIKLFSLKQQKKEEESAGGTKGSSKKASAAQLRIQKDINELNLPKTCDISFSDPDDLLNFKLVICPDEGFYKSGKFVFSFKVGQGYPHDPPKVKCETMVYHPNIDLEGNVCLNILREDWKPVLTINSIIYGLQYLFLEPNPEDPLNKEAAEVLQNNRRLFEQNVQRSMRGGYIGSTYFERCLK
Target sequence (Q13564 whole entry, looked up): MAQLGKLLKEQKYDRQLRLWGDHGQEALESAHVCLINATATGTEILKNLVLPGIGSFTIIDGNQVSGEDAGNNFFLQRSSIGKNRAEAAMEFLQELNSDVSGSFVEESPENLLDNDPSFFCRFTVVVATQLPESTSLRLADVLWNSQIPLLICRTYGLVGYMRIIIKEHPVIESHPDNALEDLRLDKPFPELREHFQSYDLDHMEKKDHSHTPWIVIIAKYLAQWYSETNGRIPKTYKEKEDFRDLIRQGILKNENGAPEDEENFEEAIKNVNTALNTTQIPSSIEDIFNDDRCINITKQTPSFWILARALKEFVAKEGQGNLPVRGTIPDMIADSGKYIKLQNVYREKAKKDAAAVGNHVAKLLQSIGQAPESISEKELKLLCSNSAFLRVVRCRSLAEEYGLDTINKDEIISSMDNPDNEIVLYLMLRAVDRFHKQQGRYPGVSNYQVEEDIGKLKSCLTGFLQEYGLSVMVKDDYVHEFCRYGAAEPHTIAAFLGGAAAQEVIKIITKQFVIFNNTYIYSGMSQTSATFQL
FAS TE block = FAS thioesterase (human) inhibition. P49327. recombinant FAS-TE, OMFH fluorogenic substrate, fluorescence endpoint. inhibition, % at 15 µM. hit rate 0.67% among 360,000. AID 602261;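 active means compounds whose normalised, plate-corrected inhibition of enzyme fluorescence in the single-dose primary screen is 50% or more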;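 further: 0% = DMSO with enzyme and 100% = substrate without enzyme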
MLLE-PAM2 inh = blocks PAM2 peptide binding to the PABP1 MLLE domain | GST-MLLE / FITC-PAM2 fluorescence polarization | inhibition, % at 20 µM | hit rate 0.36% among 360,000; in the data active means inhibition above about 35%, passing the limit was not always enough;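 further: plate controls were DMSO wells with GST-MLLE for no effect and wells lacking GST-MLLE protein for full effect; some results filed as inactive read as strong as hits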
Tb MetRS inh = blocks T. brucei methionyl-tRNA synthetase activity. purified T. brucei MetRS, ATP depletion, Kinase-Glo luminescence. inhibition, % at 11.9 µM. hit rate 0.4% among 360,000. AID 624268;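 active means inhibition above a per-plate cutoff of the control wells' mean inhibition plus 3 SD, cut at about 5.5% in these data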;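 further: 0% = DMSO wells median and 100% = median of wells with control inhibitor compound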
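Measured by: Kinase-Glo luciferase luminescence reporting remaining unconsumed ATP. Material: purified T. brucei MetRS enzyme. Doses: 11.9 µM compound single dose, 0.9% DMSO. Medium: HEPES buffer containing pyrophosphatase, BSA, spermine, DTT. Times: 15 min preincubation, 2 h reaction, all 25 °C. Reagent: methionine, ATP and bulk E. coli tRNA.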
eLon inh = inhibits E. coli Lon protease; hit rate 0.42% among 360,000; P0A9M0; inhibition, % at 7.94 µM; purified E. coli Lon protease, fluorescence polarization; in the data active means inhibition above about 13%, passing the limit was not always enough;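 further: 0% = enzyme with probe and DMSO and 100% = no enzyme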
MsrA act = activates bovine MsrA enzyme; activation, % at 10.6 µM; AID 602163; purified bovine MsrA, absorbance read-out; hit rate 0.3% among 360,000; in the data active means activation above about 7.5%;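 further: 0% = vehicle and 100% = reference activator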
Rin1-Abl PPI inh = blocks binding of human Rin1 to Abl | P00519+Q13671 | TR-FRET Rin1/Abl binding, biochemical | inhibition, % at 7.35 µM | hit rate 0.4% among 360,000 | AID 588664; in the data active means inhibition above about 5%, passing the limit was not always enough
MsrA inhibitor = bovine MsrA inhibition | purified bovine MsrA, absorbance read-out | inhibition, % at 15.5 µM | hit rate 0.75% among 360,000 | AID 651718; in the data active means inhibition above about 4.5%;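 further: 0% = vehicle wells with enzyme and 100% = reference inhibitor wells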
* = called active by the depositor; i = inactive; & = joins results of further samples.

SMILES	CSN deneddyl inh	Neddyl block	FAS TE block	MLLE-PAM2 inh	Tb MetRS inh	eLon inh	MsrA act	Rin1-Abl PPI inh	MsrA inhibitor
COc1ccc(C(=O)NCc2ccc(OCCN(C)C)cc2)cc1OC	2	i	-3	2	-1.9	-10	-4	0	0.4
CC12CCC(CC1)C(C)(C)O2	0	i	-7	-10	-0.4	-3	-3	-1	-0.1
OCCN1CCN(CCCN2c3ccccc3Sc3ccc(Cl)cc32)CC1	-3	i	-2	-8	-1.4	0	-1	-3	-0.1
COc1ccccc1N1CCN(CCCNc2cc(=O)n(C)c(=O)n2C)CC1	4	i	-11	5	0.0	-1	6	1	-0.5
CC(=O)c1ccc(S(=O)(=O)NC(=O)NC2CCCCC2)cc1	-5	i	-2	-14	-0.1	1	0	-1	0.3
Cn1c(=O)c2c(ncn2CC2OCCO2)n(C)c1=O	4	i	-6	-8	-2.1	-4	-1	0	-0.3
C[C@]12CCC(=O)C=C1CC[C@@H]1[C@@H]2CC[C@@]2(C)[C@H]1CC[C@]2(O)C(=O)CO	-2	i	-1	2	-1.4	-8	-2	0	-1.1
C1CCC(C(CC2CCCCN2)C2CCCCC2)CC1 (stereo not given)	-7&-1	i	5&8	-10&2	-1.1&-0.2	-3&1	-1&-1	2&-1	-2.3&-2.2
OC(C#CCN1CCCC1)(c1ccccc1)c1ccccc1	4	i	-2	3	-0.1	-11	-3	3	-0.4
CCOc1ccccc1C(N)=O	-1	i	-5	-16	0.0	2	-4	1	0.1
Cc1ccc(CN2CCN(Cc3cccc4nccnc34)CC2CCO)cc1 (stereo not given)	-3	i	-2	1	-0.3	-5	-4	-3	0.2
c1ccc(CN(CC2=NCCN2)c2ccccc2)cc1	-1&1	i	-4&-5	-17&-1	-0.9&-2.3	-10&-5	-8&-13	-2&5	1.0&-0.3
CCCCCCO	1	i	-4	10	-0.7	8	-2	4	-0.2
Cc1c(NC(=O)c2cccnc2)c(=O)n(-c2ccccc2)n1C	0	i	-3	-2	1.3	3	-1	0	0.6
CC(=O)NC(Cc1ccccc1)C(=O)O (stereo not given)	4	i	-1	-7	-0.6	-6	2	-2	0.9
CN(C)CCOC(C)(c1ccccc1)c1ccccn1 (stereo not given)	0	i	5	9	-0.2	4	-1	1	-1.3
CN1CCN(CCC(=O)N2c3ccccc3Sc3ccc(C(F)(F)F)cc32)CC1	6	i	-8	17	0.1	0	-2	4	-0.2
CN1CCN(C(c2ccccc2)c2ccccc2)CC1	-1	i	-3	1	-0.3	4	0	-1	-1.1
CCC(C)n1ncn(-c2ccc(N3CCN(c4ccc(OCC5COC(Cn6cncn6)(c6ccc(Cl)cc6Cl)O5)cc4)CC3)cc2)c1=O (stereo not given)	-3	i	25	4	-0.3	-7	1	1	-0.7
O=C(c1ccc(F)cc1)C1CCN(CCn2c(=O)[nH]c3ccccc3c2=O)CC1	0&-1	i	4&-1	-14&2	-0.6&0.2	8&4	0&-1	-4&-2	-0.2&-1.8
COc1ccc(C(=O)CC(=O)c2ccc(C(C)(C)C)cc2)cc1	-4	i	14	-10	-0.9	-5	1	-2	4.0
CC[n+]1c(C)sc2cc(OC)ccc21	-1	i	-5	-2	-0.1	-3	1	-1	0.0
O=C(NCCc1c[nH]c2ccccc12)c1cccnc1	-1	i	-3	-3	0.2	-10	-2	-2	1.8
CCOc1ccc(C(=O)OCCN(CC)CC)cc1	3	i	-10	-5	-0.1	-8	-2	-2	1.8
CCN(CC)CCNC(=O)c1cc(Cl)c(N)cc1OC	-7	i	-3	13	-0.5	-2	0	-1	2.1
C=C[C@@H]1CN2CCC1C[C@@H]2[C@@H](O)c1ccnc2ccc(OC)cc12 (stereo not given in full)	-2&-5	i	-2&-2	2&9	0.1&-0.6	-1&-2	1&-1	-4&1	0.1&1.7
O=C(CCN1CCC(c2ccccc2)C1)c1ccc2c(c1)OCCO2 (stereo not given)	-3	i	-1	23	-0.9	-1	-4	-5	0.2
CCOC(=O)c1ccc(N)cc1	-4	i	0	1	-1.2	5	1	0	-1.6
CC(=O)Nc1ccc(C(=O)O)cc1	0	i	-3	-2	-1.4	2	-3	-2	0.3
CC1(C)Cc2c(sc(NC(=S)NC(=O)c3ccccc3)c2C(=O)O)CO1	6	i	-6	25	-0.4	1	-2	-2	1.3
C/C=C(/C)C(=O)O[C@@H]1c2c(ccc3ccc(=O)oc23)OC(C)(C)[C@@H]1OC(=O)/C(C)=C\C	-4	i	35	9	-0.4	0	0	0	-0.6
CC(=O)OCC1=C[C@@H]2OC(=O)C3=CO[C@@H](O[C@@H]4O[C@H](CO)[C@@H](O)[C@H](O)[C@H]4O)[C@H]1[C@@H]32	-4	i	-9	4	-0.4	-5	0	2	-0.1
COC(=O)c1ccc(O)cc1	-2	i	-7	9	-0.6	-2	-4	0	0.9
Cc1nc2ccccn2c(=O)c1CCN1CCC(C(=O)c2ccc(F)cc2)CC1	0	i	-6	-18	-1.2	-10	-3	-1	3.0
CN1CCOC(c2ccccc2)c2ccccc2C1 (stereo not given)	-4	i	0	0	-0.4	3	-1	0	-0.9
CC(COc1ccccc1)NC(C)C(O)c1ccc(O)cc1 (stereo not given)	-3	i	-4	-2	-1.4	-3	-4	1	1.8
CCOc1ccc(NC(=O)Cn2cc(C(=O)c3ccco3)c3ccccc32)cc1	4	i	13	-7	-0.2	-5	2	-2	1.4
CCCNC(C)C(=O)Nc1c(C)csc1C(=O)OC (stereo not given)	-4	i	-4	12	-1.0	-1	0	0	-1.8
Cc1cc(-c2ccccc2)nnc1NCCN1CCOCC1	-2	i	-3	11	-0.8	-2	-3	2	-1.0
CC(=O)c1ccc2c(c1)N(CCCN(C)C)c1ccccc1S2	-20	i	3	50*	-0.2	16	1	-7	-1.1
C=CC1=C(C(=O)O)N2C(=O)[C@@H](NC(=O)/C(=N\O)c3csc(N)n3)[C@H]2SC1 (stereo in doubt)	24	i	-6	32	-0.3	-1	-3	2	3.8
c1ccc(CC2=NCCN2)cc1	-3	i	-8	-6	-1.0	1	-8	-2	1.1
COc1cc2c(c(OC)c1OC)-c1c(cc3c(c1OC)OCO3)[C@@H](OC(C)=O)[C@H](C)[C@H](C)C2	-3	i	19	12	-0.2	-1	0	1	-0.3
NC(=O)c1cn(Cc2c(F)cccc2F)nn1	-2	i	1	5	-0.4	-11	3	-3	-0.4
CCCn1cnc2c1c(=O)n(CCCCC(C)=O)c(=O)n2C	-3	i	-11	9	-0.1	2	-2	5	0.3
O=C(CCNNC(=O)c1ccncc1)NCc1ccccc1	-7	i	3	3	-0.3	14	-1	-3	0.4
CC[N+](C)(CC)CCOC(=O)C(O)(c1ccccc1)C1CCCCC1 (stereo not given)	0	i	-3	3	-1.2	-6	-2	0	0.8
CC(C(=O)O)c1ccc(C(=O)c2cccs2)cc1 (stereo not given)	-7	i	-2	8	-1.3	-3	-4	-49	-0.1
COc1ccc(/C=C/C(=O)Nc2ccccc2C(=O)O)cc1OC	-3	i	-6	3	-0.8	-3	-11	-2	5.2*
CC1(C)OC2CC(=O)OCC23C1CC(=O)C1(C)C3CCC2(C)C(c3ccoc3)OC(=O)C3OC321 (stereo not given)	3	i	-6	7	0.7	-3	1	1	0.4
CCN(CC)CCOC(=O)C1(c2ccccc2)CCCC1	4	i	-10	6	-0.6	-2	-2	1	-0.7
C=C[C@H]1CN2CC[C@H]1C[C@@H]2[C@@H](O)c1ccnc2ccc(OC)cc12	-1&1&2	i	-6&-4&0	15&-6&-14	-7.7&-0.8&-1.0	-4&-4&-11	-2&-2&-4	0&-2&-3	0.6&-1.3&-0.2

Gathered by group, those above containing sulfur (nine)
SMILES	CSN deneddyl inh	Neddyl block	FAS TE block	MLLE-PAM2 inh	Tb MetRS inh	eLon inh	MsrA act	Rin1-Abl PPI inh	MsrA inhibitor
OCCN1CCN(CCCN2c3ccccc3Sc3ccc(Cl)cc32)CC1	-3	i	-2	-8	-1.4	0	-1	-3	-0.1
CC(=O)c1ccc(S(=O)(=O)NC(=O)NC2CCCCC2)cc1	-5	i	-2	-14	-0.1	1	0	-1	0.3
CN1CCN(CCC(=O)N2c3ccccc3Sc3ccc(C(F)(F)F)cc32)CC1	6	i	-8	17	0.1	0	-2	4	-0.2
CC[n+]1c(C)sc2cc(OC)ccc21	-1	i	-5	-2	-0.1	-3	1	-1	0.0
CC1(C)Cc2c(sc(NC(=S)NC(=O)c3ccccc3)c2C(=O)O)CO1	6	i	-6	25	-0.4	1	-2	-2	1.3
CCCNC(C)C(=O)Nc1c(C)csc1C(=O)OC (stereo not given)	-4	i	-4	12	-1.0	-1	0	0	-1.8
CC(=O)c1ccc2c(c1)N(CCCN(C)C)c1ccccc1S2	-20	i	3	50*	-0.2	16	1	-7	-1.1
C=CC1=C(C(=O)O)N2C(=O)[C@@H](NC(=O)/C(=N\O)c3csc(N)n3)[C@H]2SC1 (stereo in doubt)	24	i	-6	32	-0.3	-1	-3	2	3.8
CC(C(=O)O)c1ccc(C(=O)c2cccs2)cc1 (stereo not given)	-7	i	-2	8	-1.3	-3	-4	-49	-0.1

Some of the entries above, set out differently.
| mol | CSN deneddyl inh | Neddyl block | FAS TE block | MLLE-PAM2 inh | Tb MetRS inh | eLon inh | MsrA act | Rin1-Abl PPI inh | MsrA inhibitor |
| --- | --- | --- | --- | --- | --- | --- | --- | --- | --- |
| CCN(CC)CCOC(=O)C1(c2ccccc2)CCCC1 | 4 | i | -10 | 6 | -0.6 | -2 | -2 | 1 | -0.7 |
| C=C[C@H]1CN2CC[C@H]1C[C@@H]2[C@@H](O)c1ccnc2ccc(OC)cc12 | -1&1&2 | i | -6&-4&0 | 15&-6&-14 | -7.7&-0.8&-1.0 | -4&-4&-11 | -2&-2&-4 | 0&-2&-3 | 0.6&-1.3&-0.2 |

Screens: PubChem, several laboratories

Not all compounds are listed; the hit share may differ from the screen's.
